Screening data: PubChem BioAssay, several laboratories
WT yeast gro inh: growth inhibition of WT strain, primary screen, mitochondrial fusion inhibitor project, WT and mutant strains, chemical genetic | mitochondrial fusion phenotypic screen | inhibition, % at 10 µM | actives 2.1% (n = 190,000); in the data active means inhibition above about 58%; tested in S. cerevisiae
human PMI inhibition: inhibitors of human PMI, primary screen, biochemical, fluorescence intensity, coupled assay (AID 1209); purified PMI enzyme, coupled fluorescence intensity; higher % means a stronger effect; Mannose-6-phosphate isomerase (Homo sapiens); actives 0.42% (n = 190,000); inhibition, % at 20 µM; hits with a dose series show IC50 in µM;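 further: plate controls were DMSO vehicle for no effect and wells lacking substrate for full effect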
P. falciparum M17LAP: P. falciparum M17LAP inhibitors, primary screen, biochemical, fluorogenic H-Leu-NHMec substrate, 1536-well (AID 1619); Leucine aminopeptidase (Plasmodium falciparum (isolate 3D7)); recombinant M17LAP, H-Leu-NHMec fluorogenic kinetic assay; higher % means a stronger effect; inhibition, % at 30 µM; hits with a dose series show IC50 in µM; actives 0.38% (n = 220,000);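 active means compound inhibiting the enzyme by more than half at any dose during confirmatory dose-response retesting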;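 further: plate controls were full reaction with DMSO carrier for no effect and no enzyme background for full effect; strong numbers were not always called active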
XIAP displacement: XIAP antagonists, biochemical, IAP family, fluorescence polarization (AID 1018); E3 ubiquitin-protein ligase XIAP (Homo sapiens); XIAP BIR domain, fluorescence polarization peptide displacement; higher % means a stronger effect; one-dose displacement, % at 20 µM; IC50 in µM for titrated hits; actives 0.007% (n = 200,000); in the data active means displacement above about 50%; further: a part of the inactive calls stands beside numbers as strong as those of hits
Yfh1-depleted yeast: enhancers of respiration in Yfh1-depleted yeast, dose response, Friedreich's ataxia, plus single-dose screen (AID 1465); S. cerevisiae Yfh1-off respiration, WST-1 reduction, 72 h; higher fold induction means a stronger effect; fold induction at 50 µM; hits with a dose series show EC50 in µM; actives 0.074% (n = 220,000);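 active means fold induction of absorbance versus untreated yeast above a set limit, then at least 30% activation at any dose in follow-up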;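 further: activators that raise dye reduction in frataxin-depleted yeast; strong numbers were not always called active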
human PMI inhibitors: human PMI inhibitors, high substrate, primary screen, biochemical, fluorescence intensity, high mannose 6-phosphate (AID 1220); Mannose-6-phosphate isomerase (Homo sapiens); recombinant PMI enzyme, coupled fluorescence intensity; higher % means a stronger effect; inhibition, % at 20 µM; hits with a dose series show IC50 in µM; actives 0.66% (n = 190,000)
LYP phosphatase: inhibitors of LYP phosphatase, biochemical, fluorescence intensity, uHTS (AID 1779); Tyrosine-protein phosphatase non-receptor type 22 (Homo sapiens); recombinant LYP phosphatase, fluorescence intensity; higher % means a stronger effect; inhibition, % at 11.5 µM, or IC50 in µM where a hit was titrated; actives 0.054% (n = 290,000);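 further: plate controls were vehicle with enzyme for no effect and no enzyme for full effect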
P. falciparum M1AAP: P. falciparum M1AAP inhibitors, biochemical, fluorogenic H-Leu-NHMec substrate, 1536-well (AID 1445); inhibition, % at 30 µM; hits with a dose series show IC50 in µM; actives 0.42% (n = 220,000); Aminopeptidase N (Plasmodium falciparum (isolate 3D7)); recombinant M1AAP, H-Leu-NHMec fluorogenic kinetic assay; higher % means a stronger effect;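 active means primary inhibition above the hit cutoff, then over 50% inhibition at one or more dose response concentrations, cut at about 23% in these data, passing the limit was not always enough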;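 further: plate controls were DMSO full reaction for no effect and no enzyme background for full effect; strong numbers were not always called active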
TNAP activation fold: human TNAP enzyme activators, primary screen, biochemical, luminescent, no phosphate acceptor, uHTS (AID 1001) | Alkaline phosphatase, tissue-nonspecific isozyme (Homo sapiens) | purified TNAP, luminescent activation assay, no phosphate acceptor; higher activation fold means a stronger effect | one-dose activation fold at 20 µM; EC50 in µM for titrated hits | actives 0.03% (n = 200,000); in the data active means activation fold from about 3, or a potency from the dose series; inactive means the rest, 99 in 100 with activation fold below about 1.6; further: many of its hits are not listed in these tables
WT yeast gro inh mutant strain: recorded beside WT yeast gro inh, whose call it bears; inhibition, %; mitochondrial fusion phenotypic screen, mutant strain inhibition
Active calls of the source: *; i = inactive; x = not tested or not shown. Unless noted, no stated cut-off is given here; in the data, active means inhibition above about 50%; inactive means the rest.

SMILES	WT yeast gro inh	WT yeast gro inh mutant strain	human PMI inhibition	P. falciparum M17LAP	XIAP displacement	Yfh1-depleted yeast	human PMI inhibitors	LYP phosphatase	P. falciparum M1AAP	TNAP activation fold
O=C(COc1ccccc1Br)c1ccc(O)cc1O	20	3	14%	13%	-2.0%	i	9%	-4%	3%	1.2
O=C(O)CCNC(=O)c1ccc(Br)o1	-13	-4	-9%	-3%	-5.3%	i	-10%	0%	5%	1
O=C(NCCN1CCOCC1)c1cc(S(=O)(=O)Nc2ccccc2F)c(Cl)cc1Cl	x	x	x	0%	x	i	x	-4%	-3%	x
COC(=O)c1sc(NC(=O)c2c(OC)cccc2OC)c(C#N)c1C	-1	8	12%	0%	-4.5%	i	4%	-11%	6%	1
O=C1c2ccccc2C(=O)N1CCCc1nc2ccccc2c(=O)n1Cc1ccco1	15	-10	-13%	2%	-1.4%	i	6%	-7%	-7%	1.1
O=C(CSc1n[nH]c(=O)n1C1CC1)c1ccc(F)cc1	x	x	x	0%	x	i	x	-7%	1%	x
COC(=O)CC1C(=O)NCCN1C(=S)Nc1cccc(C(F)(F)F)c1 (stereo not given)	-4	-1	-9%	6%	-5.4%	i	-11%	1%	6%	0.9
O=C(Cc1cn2ccsc2n1)Nc1ccccc1Oc1ccccc1	-5	13	9%	-3%	-4.9%	i	5%	-3%	1%	1.1
S=c1nn[nH]n1C12CC3CC(CC(C3)C1)C2	1	9	-9%	-3%	-4.0%	i	-21%	-2%	7%	0.9
COC(=O)CCCCCCCCC(O)C[N+]1(C)CCOCC1 (stereo not given)	x	x	x	-2%	x	i	x	-6%	10%	x
c1ccc(Cn2c(NCc3ccco3)nc3ccccc32)cc1	7	15	21%	-3%	-6.9%	i	23%	-2%	7%	1
Cc1ccccc1-n1c(Cn2c(=O)sc3ccccc32)nnc1SCC(=O)Nc1nccs1	2	-1	5%	7%	1.2%	i	7%	-1%	13%	1.1
CN(C)C1=C(Cl)C(=O)N(c2ccc(Cl)c(Cl)c2)C1=O	x	x	x	-4%	x	i	x	-5%	-1%	x
CC1(C)OC(=O)C(=CNC(=O)c2c(F)cccc2F)C(=O)O1	-5	3	-11%	7%	-3.5%	i	-6%	-8%	5%	1.1
CCc1nnc(NC(=O)C2CCCN2S(=O)(=O)c2ccc(C)cc2)s1 (stereo not given)	1	4	5%	14%	-3.8%	x	-1%	-5%	-1%	1.1
CC(C)N(Cc1cc2ccccc2[nH]c1=O)C(=O)c1ccco1	-15	-9	-22%	11%	-8.4%	i	-7%	-5%	7%	1.1
CCOC(=O)c1sc(NC(=O)CSc2n[nH]c(CC(C)C)n2)nc1C	-16	1	6%	-6%	-4.8%	i	6%	-10%	3%	0.6
CN(Cc1ccccc1)c1nc2c(c(=O)[nH]c(=O)n2C)n1Cc1ccccc1Cl	10	17	19%	-3%	-4.8%	i	22%	-3%	8%	1
CCCCNC(=O)NS(=O)(=O)c1ccc(NC(=O)C(NC(N)=O)C(C)CC)cc1 (stereo not given)	x	x	x	-9%	x	i	x	-3%	1%	x
NC(=NC(=O)c1ccccc1)C1=C(O)CCC1=O	28	-4	-10%	-14%	-2.7%	i	-3%	-1%	-1%	0.9
Cn1c(=O)[nH]c(=O)c2c1nc1n2CCN1Cc1ccccc1	11	-7	-10%	0%	-7.3%	i	-8%	-3%	14%	1.1
Nc1nsnc1C(=O)NCCO	-11	3	-19%	0%	-3.3%	i	-12%	1%	1%	0.9
CCn1c(CSc2nc(C)cc(C)n2)nnc1SCC(N)=O	-16	-7	4%	x	-6.1%	i	-2%	-9%	x	1.1
O=C(O)CC(Cc1ccccc1)C(=O)NCC12CC3CC(CC(C3)C1)C2 (stereo not given)	2	6	-2%	7%	-8.9%	i	6%	-8%	14%	1
CCc1nnc(NC(=O)CSc2nc3ccccc3s2)s1	1	-1	2%	4%	-5.9%	i	6%	-4%	1%	1.1

7 compounds already listed, sorted by formula weight, lowest first:
SMILES	WT yeast gro inh	WT yeast gro inh mutant strain	human PMI inhibition	P. falciparum M17LAP	XIAP displacement	Yfh1-depleted yeast	human PMI inhibitors	LYP phosphatase	P. falciparum M1AAP	TNAP activation fold
O=C(O)CCNC(=O)c1ccc(Br)o1	-13	-4	-9%	-3%	-5.3%	i	-10%	0%	5%	1
CC(C)N(Cc1cc2ccccc2[nH]c1=O)C(=O)c1ccco1	-15	-9	-22%	11%	-8.4%	i	-7%	-5%	7%	1.1
COC(=O)CCCCCCCCC(O)C[N+]1(C)CCOCC1 (stereo not given)	x	x	x	-2%	x	i	x	-6%	10%	x
O=C(COc1ccccc1Br)c1ccc(O)cc1O	20	3	14%	13%	-2.0%	i	9%	-4%	3%	1.2
CCc1nnc(NC(=O)C2CCCN2S(=O)(=O)c2ccc(C)cc2)s1 (stereo not given)	1	4	5%	14%	-3.8%	x	-1%	-5%	-1%	1.1
O=C(NCCN1CCOCC1)c1cc(S(=O)(=O)Nc2ccccc2F)c(Cl)cc1Cl	x	x	x	0%	x	i	x	-4%	-3%	x
Cc1ccccc1-n1c(Cn2c(=O)sc3ccccc32)nnc1SCC(=O)Nc1nccs1	2	-1	5%	7%	1.2%	i	7%	-1%	13%	1.1

Further entries:
SMILES	WT yeast gro inh	WT yeast gro inh mutant strain	human PMI inhibition	P. falciparum M17LAP	XIAP displacement	Yfh1-depleted yeast	human PMI inhibitors	LYP phosphatase	P. falciparum M1AAP	TNAP activation fold
O=c1c2[nH]c3ccc(F)cc3c2ncn1CCCn1ccnc1	13	4	-6%	-6%	-3.5%	i	0%	-9%	1%	1
S=C(Nc1cccc(Cl)c1)NC1CC2CCCC(C1)N2C1CCCC1 (stereo not given)	-7	-14	13%	-10%	-4.8%	i	5%	0%	6%	1.6
CC(=O)Nc1ccc(S(=O)(=O)Oc2ccc(N3C(=O)C4CCCCC4C3=O)cc2)cc1 (stereo not given)	-8	-9	7%	-1%	-4.4%	i	4%	-1%	1%	1.1
COc1ccc(C(=S)N2CCCC2)cc1	-16	2	4%	12%	-2.4%	i	2%	-10%	0%	1.1
CCOC(=O)/C(=C/c1ccc(F)cc1)NC(C)=O	-1	-9	6%	4%	-6.8%	i	-3%	-5%	2%	1.3
c1cc(Nc2ncnc3sc4c(c23)CCC4)ccn1	12	6	7%	-15%	-3.6%	i	9%	-9%	0%	1.1
CCCCC(=O)Nc1ccc(C(=O)N2CCCC(C(=O)OCC)C2)cc1 (stereo not given)	9	5	18%	8%	-3.1%	i	20%	-2%	-1%	1.1
COc1cc(-c2cc(C(=O)Nc3ccc(O)cc3)c3ccccc3n2)cc(OC)c1OC	x	x	x	8%	x	i	x	1%	2%	x
COC(C[C@@H](O)[C@@H](C)[C@H](O)COCc1ccccc1)OC	x	x	x	5%	x	i	x	-10%	4%	x
CCN(C(=O)CSc1n[nH]c(-c2cccs2)n1)C1CCS(=O)(=O)C1 (stereo not given)	x	x	x	3%	x	i	x	-6%	0%	x
COc1cccc2cc(-c3nnc(SCC(=O)NCCc4ccccc4)n3C)oc12	-14	3	-5%	2%	-5.0%	i	-3%	0%	13%	1
CCOc1cc(C2c3c(-c4ccccc4)n[nH]c3C(=O)N2c2ccc(C(=O)O)cc2)ccc1O (stereo not given)	9	1	-31%	42%	-12%	i	-21%	-5%	21%	0.7
NC(=O)c1c(/N=C/c2cccs2)sc2c1CCCC2	x	x	x	-5%	x	i	x	2%	4%	x
Cc1c(NC(=O)c2c(NC(=O)CNC3CC3)sc3c2CCCC3)c(=O)n(-c2ccccc2)n1C	7	1	21%	8%	-0.4%	x	14%	-6%	2%	1.2
CCOc1ccccc1NC(=O)CCS(=O)(=O)c1ccc(OC)cc1	4	-2	10%	3%	-1.4%	i	4%	-8%	5%	1.2
COc1ccc(Cc2noc(CN(C)CCN3CCc4ccccc4C3)n2)cc1OC	7	13	1%	1%	-5.7%	i	-3%	-7%	-5%	1.1
FC(F)(F)c1ccc(Cl)c(N/N=C/c2ccc(N3CCOCC3)s2)c1	58*	40*	-52%	22%	-5.4%	i	-35%	-3%	7%	1
O=C(c1n[nH]c(=O)c2ccccc12)N1CCN(c2ccccc2)CC1	0	0	-6%	2%	-6.1%	i	-4%	-8%	-1%	1
CCCC(=O)NNC(=O)c1ccoc1C	13	-6	3%	-2%	-5.5%	i	10%	-6%	-4%	1.1
Cc1c(NS(=O)(=O)c2cccc(C(=O)NCc3ccccc3)c2)c(=O)n(-c2ccccc2)n1C	4	7	16%	-7%	-3.9%	x	4%	1%	11%	1.1
Cn1c(N)c(C(=O)COC(=O)c2cccnc2Cl)c(=O)n(C)c1=O	-16	-9	0%	9%	-13%	i	3%	-6%	1%	1.1
c1ccc(-n2ncc3c(NCC4CCCO4)ncnc32)cc1 (stereo not given)	12	0	-8%	-8%	0.6%	i	-9%	-9%	-10%	1.1
O=C1N(c2ccc(Cl)cc2)C(c2ccc(Cl)cc2)N2CCCN12 (stereo not given)	-10	4	11%	-6%	-1.4%	i	9%	-6%	5%	1.1
CC12CN(C(=O)c3ccccc3Br)CC(C)(CN(C(=O)c3ccccc3Br)C1)C2=O	x	x	x	-7%	x	i	x	-5%	-2%	x
Cc1ccc(Cn2cccc(NC(=O)CCC3CCCC3)c2=O)cc1	x	x	x	-6%	x	i	x	4%	-6%	x

More entries
SMILES	WT yeast gro inh	WT yeast gro inh mutant strain	human PMI inhibition	P. falciparum M17LAP	XIAP displacement	Yfh1-depleted yeast	human PMI inhibitors	LYP phosphatase	P. falciparum M1AAP	TNAP activation fold
Cc1ccnc(N2CCC(C(=O)NNC(=O)c3ccncc3)CC2)n1	-11	-6	5%	6%	-3.7%	i	0%	-7%	8%	1.1
Cc1ccc(NC(=O)COC(=O)C2COc3ccccc3O2)cc1S(=O)(=O)N1CCOCC1 (stereo not given)	1	-12	-3%	3%	4.3%	i	-3%	-3%	-1%	1.1
COc1ccc(-c2[nH]ncc2/C=C(/C#N)C(=O)NC2CCCCCC2)cc1	19	11	19%	-2%	-4.7%	i	1%	-4%	6%	1.1
O=c1c2ccc(Cl)cc2nc(-c2ccc([N+](=O)[O-])cc2)n1O	35	57	-12%	5%	-3.8%	i	-28%	-2%	2%	1.1
NC(=O)CSc1nc(N)c2c3c(sc2n1)CCCCC3	10	-13	-4%	15%	-3.5%	i	3%	7%	9%	0.9
CC(=O)c1ccc(-n2nncc2C(C)(C)C)cc1	4	1	7%	-15%	-3.3%	i	0%	-6%	9%	1.1
